TbPYK inhibitor: qHTS of Trypanosoma Brucei Inhibitors; pyruvate kinase (Trypanosoma brucei), Q57TT1; TbPYK enzyme, Kinase-Glo Plus ATP luminescence, 45 min; Potency, µM (doses to about 76.8 µM), for inactives: at the highest dose activity, negative = inhibition, hits mostly inhibitors; actives 0.12% (n = 410,000); further: potency means the concentration at half of the fitted maximal effect; on the % scale 0 is the no-effect control and ±100 the full control effect; nearly all actives have a fitted effect of over 50% in size
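Assay buffer: 50 mM TEA pH 7.2, 100 mM KCl, 10 mM MgCl2, 0.05% BSA, 0.01% Tween-20. Pyruvate kinase from T. brucei plus substrate met compound, then ADP (130 uM final). Luminescence was read post 45 min RT.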
Cycloheximide cs: Cycloheximide Counterscreen for Small Molecule Inhibitors of Shiga Toxin; cell reporter, cycloheximide protein synthesis inhibition counterscreen; max response, %; actives 12% (n = 300,000); AID 2314, 2010; in the data active means max response mostly above about 13%, no sharp cut-off; inactive means mostly below about 14%; further: read at 38.3 µM for the half of the compounds with a filed dose; 0% is about no effect
LmPK inh: qHTS Assay for Inhibitors of Leishmania Mexicana Pyruvate Kinase (LmPK); Q27686; purified LmPK, Kinase-Glo ATP luminescence, 1 h; Potency, µM (highest dose often 57.5 µM), inactives show at the top dose activity change, negative = inhibition, most hits filed as inhibitors; actives 0.37% (n = 290,000); further: potency means the concentration at half of the fitted maximal effect; on the % scale 0 is the no-effect control and ±100 the full control effect
Target sequence (Q27686 whole entry, looked up): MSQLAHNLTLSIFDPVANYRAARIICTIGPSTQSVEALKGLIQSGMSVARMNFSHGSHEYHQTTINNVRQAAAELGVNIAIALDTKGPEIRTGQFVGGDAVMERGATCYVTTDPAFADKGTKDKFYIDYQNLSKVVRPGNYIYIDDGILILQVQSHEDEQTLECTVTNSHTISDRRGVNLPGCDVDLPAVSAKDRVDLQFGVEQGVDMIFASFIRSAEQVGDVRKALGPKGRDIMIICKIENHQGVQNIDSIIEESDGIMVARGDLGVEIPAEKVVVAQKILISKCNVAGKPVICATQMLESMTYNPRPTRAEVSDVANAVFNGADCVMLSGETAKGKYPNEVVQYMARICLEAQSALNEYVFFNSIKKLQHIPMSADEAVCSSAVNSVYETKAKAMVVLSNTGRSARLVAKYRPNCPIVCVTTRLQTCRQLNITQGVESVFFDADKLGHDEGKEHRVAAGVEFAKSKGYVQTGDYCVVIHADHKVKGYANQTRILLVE
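Purified LmPK (0.1 nM) with 0.5 mM PEP and 0.1 mM ADP in imidazole buffer pH 7.2 with MgCl2/KCl, 1 h at room temperature. ATP formed was read by luciferase luminescence and normalized to no-enzyme and uninhibited controls.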
Pf growth 96h: Primary qHTS for delayed death inhibitors of the malarial parasite plastid, 96 hour incubation | P. falciparum luciferase reporter growth, 96 h | Potency, µM (titrated, usually from 28.7 µM), for inactives: top-dose activity change, negative = inhibition, hits mostly inhibitors | actives 6.9% (n = 320,000) | AID 504834, 2011; further: potency means the concentration at half of the fitted maximal effect; on the % scale 0 is the no-effect control and ±100 the full control effect
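Luminescence readout: decreased luciferase signal marks inhibited growth of reporter-expressing P. falciparum in infected red cells (2% hematocrit, 0.05% parasitemia final), exposed to compound two generations (96 h, 37 C, 5% CO2).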
Pf growth 48h: Primary qHTS for delayed death inhibitors of the malarial parasite plastid, 48 hour incubation; Potency, µM (highest dose often 28.7 µM), for the others: at the highest dose activity change, negative = inhibition, most hits filed as inhibitors; actives 5.9% (n = 310,000); P. falciparum luciferase growth in erythrocytes, 48 h; AID 504832, 2011; further: potency means the concentration at half of the fitted maximal effect; on the % scale 0 is the no-effect control and ±100 the full control effect
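Luminescence readout; reporter = integrated firefly luciferase in P. falciparum. RBC culture at 2% hematocrit, 0.1% parasitemia final, 37 C/5% CO2; decreased signal taken as growth inhibition.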
AMA1-RON2 inh: qHTS for Inhibitors of AMA1-RON; Towards Development of Antimalarial Drug Lead: Primary Screen; AlphaScreen AMA1-biotinylated RON2 peptide binding; Potency, µM (highest dose often 58.2 µM), for inactives: at the top dose activity change, negative = inhibition, usual class: inhibitors; actives 0.2% (n = 360,000); AID 720542, 2013;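 further: potency means the concentration at half of the fitted maximal effect; 0% = vehicle wells and -100% = peptide control; nearly all actives have a fitted effect of over 45% in size; some results filed as inactive show a strong effect at the top dose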
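AMA1 (3D7) with his tag at 25 nM final met compounds first, then biotinylated RON2 peptide at 25 nM; detection used donor plus acceptor beads, 10 µg/mL apiece, read by AlphaScreen after 30 min at room temperature.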
Shiga toxin inh: A qHTS for Small Molecule Inhibitors of Shiga Toxin; Vero cells, Shiga toxin protein synthesis inhibition reporter; inhibition, % at 38.7 µM; actives 9.2% (n = 290,000); in the data active means inhibition mostly above about 28%, no sharp cut-off; inactive means mostly below about 43%; further: 0% is about no effect
* marks the source's active call; other numbers are inactive results; ? = inconclusive; . = not tested or not shown; [ ] = another dose, or the depositor's remark. Unless noted, the call rests on the fitted dose curve; in most records, active means well fitted curve in the direction sought with a large enough effect; inconclusive means small, poorly fitted or top-dose-only effect, or another doubt; inactive means no such curve, though single readings can be large; an effect the other way counts as inactive or inconclusive.

canonical_smiles	Shiga toxin inh	Cycloheximide cs	TbPYK inhibitor	LmPK inh	Pf growth 96h	AMA1-RON2 inh	Pf growth 48h
COCCCNC(=O)Cn1cc(C(=O)C2CC2)c2ccccc21	-9	-2	2%	0%	?	-4%	?
CCOC(=O)c1c(NC(=O)CN2CCC(C)CC2)sc(C)c1C	6	6	1%	-3%	-24%	2%	?
CC(C)c1ccc(NC(=O)CSc2n[nH]c(=O)n2C2CC2)cc1	13	10	-2%	0%	12%	2%	4%
O=C(CSc1nnnn1-c1ccc(Cl)c(C(=O)O)c1)NC(c1ccccc1)c1ccccc1	10	4	-8%	3%	3%	-8%	?
O=C1NC(=O)N(CCc2ccc(F)cc2)C(=O)/C1=C/c1cccs1	43	7	-12%	2%	19%	3%	16%
COc1ccc2cc(CN(CC3CCCO3)C(=O)Nc3ccccc3OC)c(=O)[nH]c2c1 (configuration not stated)	-17	8	2%	1%	126%[activator]	-4%	?
CCCCn1c(N)c(N(CC(C)C)C(=O)c2cc(-c3ccco3)nc3ccccc23)c(=O)[nH]c1=O	.	.	-13%	.	13%	-9%	?
Cc1cc(C(=O)OCC(=O)c2ccccc2)c2ccccc2n1	1	-5	2%	2%	-9%	1%	25%
COc1ccc(-c2noc(CCC(=O)NCC3CCN(Cc4cccc(C)c4)CC3)n2)cc1	-23	-5	0%	4%	0%	-4%	?
CC(=O)N1CN2CN(C(C)=O)CC(C(=O)c3ccccc3)(C2)C1	-15	10	16%	3%	?	-2%	?
CC(C)(C)c1ccc(C(CC(=O)O)NC(=O)Cc2ccccc2)cc1 (configuration not stated)	-6	-4	8%	6%	-17%	0%	18%
CC(=O)c1cccc(NS(=O)(=O)c2ccc(NC(=O)N3CCCCC3)cc2)c1	17	-2	1%	-1%	10µM*	8%	4%
Cc1cc(N2CCOCC2)ccc1/C=C\[N+](=O)[O-]	-14	-11	-22%	-11%	-24%	0%	14%
CCOC(=O)N1CCN(C(=O)C(C)N(c2ccccc2)S(C)(=O)=O)CC1 (configuration not stated)	-11	1	4%	-4%	38%[activator]	-13%	24%
O=C1/C(=C/c2ccccn2)SC(=S)N1c1ccc(O)cc1	67*	30*	5%	-2%	10%	11%	6%
Cc1nc(CN(C)Cc2nc(Cc3cccc(F)c3)no2)cs1	13	2	-5%	0%	38%[activator]	2%	0%
Cc1ccc2c(c1)CC1(CN2C)C(=O)NC(=O)N(CCc2ccccc2)C1=O (configuration not stated)	10	-2	.	10%	.	-6%	-4%
Cc1ccc(-c2c(C#N)c(N)nc3c2CCCCC3)cc1	-8	-3	11%	0%	-20%	8%	.
COc1ccc(CNS(=O)(=O)c2ccc3c(c2)C(C)(C)C(=O)N3C)cc1	-2	-2	0%	5%	-5%	10%	14%
O=CNc1ccc(OC(=O)c2cncc(Br)c2)cc1	17	-6	-3%	-3%	61%[activator]	23%	17%
Cc1ccc2c(CN3C(=O)NC(C)(c4ccc5c(c4)OCO5)C3=O)cc(=O)oc2c1 (configuration not stated)	19	5	-1%	-3%	?	-3%	4.1µM*
CCOC(=O)Cc1csc(NC(=O)CN2CCN(c3ccccc3)CC2)n1	.	-1	-2%	11%	7%	50%[activator]	5%
Cc1cc(CN(C)C(=O)c2ccc(OC3CCN(CCc4ccccc4)CC3)cc2)on1	-18	-6	3%	5%	?	-5%	?
Nc1ncnc(Nc2ccccc2C(F)(F)F)n1	-2	1	7%	0%	.	4%	11%
CCOC(=O)N1CCN(C(=S)Nc2cc(OC)c(OC)cc2C(=O)OC)CC1	-9	-3	-26%	4%	-2%	-2%	0%
Cc1ccccc1OCc1nnc(SCc2cc(=O)[nH]c3ccccc23)o1	-5	-4	?	9%	?	12%	.
CC12CC(c3ccccc3O1)C(C(=O)NCc1ccccc1)C(=O)N2 (configuration not stated)	12	-2	2%	-1%	.	-2%	34%[activator]
COc1cccc(NC(=S)N2CCN(C/C=C/c3ccccc3)CC2)c1	-3	-1	1%	-1%	-4%	7%	-10%
Cc1ccc2c(c1)c(/C=C/c1cc[n+](C)cc1)c(C)n2C	-9	0	-4%	3%	0.47µM*	-2%	0.93µM*
C/C(=N\NC(=O)c1ccc(Cl)cc1)c1ccc(N2CCOCC2)cc1	20	25*	-4%	-1%	-4%	10%	-3%

Structural class, the entries above containing a thiophene ring, fused or not
canonical_smiles	Shiga toxin inh	Cycloheximide cs	TbPYK inhibitor	LmPK inh	Pf growth 96h	AMA1-RON2 inh	Pf growth 48h
CCOC(=O)c1c(NC(=O)CN2CCC(C)CC2)sc(C)c1C	6	6	1%	-3%	-24%	2%	?
O=C1NC(=O)N(CCc2ccc(F)cc2)C(=O)/C1=C/c1cccs1	43	7	-12%	2%	19%	3%	16%

(next part)
canonical_smiles	Shiga toxin inh	Cycloheximide cs	TbPYK inhibitor	LmPK inh	Pf growth 96h	AMA1-RON2 inh	Pf growth 48h
O=C(COC(=O)C1C2CC3OC(=O)C1C3C2)Nc1cccc(Cl)c1 (configuration not stated)	3	4	-5%	-2%	?	-2%	-6%
O=C(CCN1C(=O)C2C3C=CC(C3)C2C1=O)NCCN1CCCc2ccccc21 (configuration not stated)	-7	-3	11%	3%	?	10%	?
CC(C)c1ccc(NC(=O)[C@@H](NC(=O)N2CC(=O)Nc3ccccc32)C(C)C)cc1	-1	2	0%	-10%	?	-11%	-25%
Cc1ccc(S(=O)(=O)N(C)C)cc1NC(=S)N1CCN(Cc2ccc3c(c2)OCO3)CC1	-9	-1	-1%	-6%	22%	-10%	18%
O=C(CCc1nc(-c2ccccc2)no1)NC1CCCCCC1	.	.	-2%	.	-1%	-2%	6%
O=C(CCNC(=O)Cn1ccc2ccccc2c1=O)NCCCN1CCOCC1	-8	-4	-1%	-2%	?	-6%	21%
S=c1[nH]nc(-c2cccc(Br)c2)o1	-3	-1	?	-4%	-3%	4%	7%
COc1ccc(N2CCN(C(=O)CNC(=O)c3ccc(C(C)(C)C)cc3)CC2)cc1	20	-3	-10%	6%	4.7µM*	-8%	.
COc1ccc(CCNC(=O)COc2cccc(-n3cnnn3)c2)cc1	.	.	0%	.	-9%	0%	39%[activator]
Cc1cc(OC(C)C(=O)NC(Cc2c[nH]c3ccc(O)cc23)C(=O)O)c2c(C)cc(=O)oc2c1 (configuration not stated)	-7	0	1%	7%	17%	-9%	26%
O=C1C(Cc2c[nH]c3ccccc23)NC(=S)N1Cc1ccccc1 (configuration not stated)	4	-7	2%	3%	13µM*	1%	?
O=C(NCc1cccnc1)/C(=C\c1ccc(-c2cccc(Cl)c2)o1)S(=O)(=O)c1ccccc1	-14	-13	-10%	3%	?	-12%	9.3µM*
CCn1cnc2cc(NC(=O)c3cccs3)ccc21	67*	28*	-1%	-23%	143%[activator]	12%	66%[activator]
COc1ccc(-n2nc([N+](=O)[O-])c(=NCCc3ccc(OC)c(OC)c3)n2O)cc1	-13	1	2%	-2%	0%	-17%	6%
CCOC(=O)CN1C(=O)CSc2ccccc21	-8	-3	-12%	4%	42%[activator]	4%	?
Cc1ccc(NC(=S)NNC(=O)Nc2ccccc2)cc1	109*	54*	-1%	-4%	62%[activator]	42%[activator]	120%[activator]
O=C(c1cccs1)N1CCN(c2ccc([N+](=O)[O-])cc2F)CC1	15	18	-9%	1%	?	1%	1%
Nc1nnc(SCC(=O)N2CCN(Cc3ccccc3)CC2)s1	-15	-2	-6%	-2%	-1%	-21%	.
Cc1ccccc1CSc1nc2ccccc2c(=O)n1C	.	.	0%	.	?	13%	9.3µM*
COc1ccc(OC)c(/C=C/c2[nH]c(=O)[nH]c(=O)c2[N+](=O)[O-])c1	-1	-4	0%	-4%	?	5%	?
CCOc1c(N2CCCCC2)c(=O)c1=O	-23	-4	4%	-2%	9%	-3%	-8%
Cc1ccc(NS(=O)(=O)c2cc(C(=O)N3CCN(C)CC3)ccc2C)cc1	-7	0	6%	1%	0%	-8%	1%
CCOc1ccc(CN(C)C(C)C(=O)Nc2ccc([N+](=O)[O-])cc2Cl)cc1OC (configuration not stated)	-6	-1	2%	1%	?	14%	?
COc1ccc(S(=O)(=O)N(C(C)=O)c2ccc(OC(C)=O)c3ccccc23)cc1[N+](=O)[O-]	9	1	-5%	6%	-3%	-11%	6.6µM*
O=C1Nc2ccccc2C1c1ncc(C(F)(F)F)cc1Cl (configuration not stated)	-4	-3	-4%	6%	-29%	-8%	?
Cc1ccc(CCNC(=O)C2CCN(S(=O)(=O)N3CCC4(CC3)OCCO4)CC2)cc1	-15	1	1%	5%	?	-2%	-9%
CN(C)C(CNC(=O)c1cccc(OC(F)F)c1)c1ccco1 (configuration not stated)	14	1	-3%	0%	31%[activator]	-1%	-12%
O=C(COc1ccc(S(=O)(=O)N2CCCCC2)cc1Cl)N1CCCC1	-3	-7	3%	-2%	3%	39%[activator]	?
Cc1ccc(NC(=O)Cn2cccc2C2=NC(c3ccccc3)CO2)cc1C (configuration not stated)	18	-2	3%	-2%	?	-11%	-6%
CCN(CC)C(=O)Cn1cc(C(=O)C(=O)NCCCN2CCCCC2)c2ccccc21	-12	-5	-15%	-3%	-28%	15%	-7%

Next section
canonical_smiles	Shiga toxin inh	Cycloheximide cs	TbPYK inhibitor	LmPK inh	Pf growth 96h	AMA1-RON2 inh	Pf growth 48h
Cc1ccc2nc(SCC(=O)Nc3cc(C(F)(F)F)ccc3N3CCOCC3)[nH]c2c1	-14	-3	-8%	-2%	?	-7%	.
CCCc1cc(=O)oc2c(C)c(OC(C)C(=O)NCc3ccccn3)ccc12 (configuration not stated)	-3	-3	1%	4%	-3%	6%	-3%
N#CCCN(C(=S)Nc1ccc(S(=O)(=O)N2CCOCC2)cc1)c1ccccc1F	.	.	-7%	.	1%	-26%	2%
O=C(Cn1nnc(-c2ccccc2-n2cnnn2)n1)NCc1ccccc1	-19	7	6%	5%	179%[activator]	-8%	36%[activator]
Cc1cc2oc(=O)cc(CN3CCC(C)CC3)c2cc1Cl	-11	1	3%	-2%	?	-2%	.
COCCNC(=O)c1snc2ccc(Cl)cc12	51*	12	-6%	-2%	22%	-3%	61%[activator]
Cc1cc(Cl)ccc1OCCCC(=O)N1CCN(C(=O)c2ccco2)CC1	19	0	-10%	-2%	?	-7%	-4%
CCOC(=O)c1c(S(=O)(=O)NCC(=O)Nc2ccc(F)cc2F)c(C)n(C)c1C	2	2	4%	0%	?	10%	0%
Cc1occc1-c1nnc(SCC(=O)NC2CCCCC2)o1	.	.	0%	.	7%	-2%	?
CN1CCN(CC(=O)Nc2ccc(S(=O)(=O)N(C)C)cc2)CC1	8	9	-2%	-10%	?	-25%	.

Bioassay records as filed in PubChem BioAssay.

No enrichment for hits (roughly 21% active in at least one column).
